BB579 growth dn: growth inhibitors of yeast BB579 in restrictive medium, primary screen, yeast lifespan-shortening project, S. cerevisiae | 140,000 tested, 0.51% active | OD615, 48 h | inhibition, % at 10 µM | AID 804, 2007;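 active = inhibition above a set limit, 3 SD over the mean compound inhibition, cut at about 44% in these data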; note: inactives centre near -24
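System: Saccharomyces cerevisiae DeaD strain BB579, replicative lifespan model yeast | Buffer or medium: Restrictive glucose-based CSMM-D medium | Times: 4 h preincubation and 48 h exposure at 30 °C | Detection: OD615 turbidity measurement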
Phagocytosis inh: inhibitors of macrophage phagocytosis, primary screen, imaging, J774A.1 cells, IgG beads. J774A.1 macrophage IgG-bead phagocytosis. AID 1029, 2008. inhibition, % at 5 µM. 110,000 tested, 0.07% active;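 active = inhibition above the mean of the plate negative controls plus 5 SD, cut at about 13% in these data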;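 note: phagocytic index as fraction of beads internalized from green versus red external bead signal; plate controls were DMSO negative control for no effect and cytochalasin-D positive control for full effect; some results beyond the cut were filed as inactive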
NPY-Y2 antag: NPY-Y2 receptor antagonists, primary screen, cell-based; NPY-Y2 expressing cells, antagonist mode; Neuropeptide Y receptor type 2 (Homo sapiens), P49146; 140,000 tested, 0.99% active; inhibition, % at 2.7 µM; in the data active = inhibition above about 17%;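 note: 0% = vehicle with agonist challenge and 100% = reference antagonist with challenge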
Target sequence (P49146 whole entry, looked up): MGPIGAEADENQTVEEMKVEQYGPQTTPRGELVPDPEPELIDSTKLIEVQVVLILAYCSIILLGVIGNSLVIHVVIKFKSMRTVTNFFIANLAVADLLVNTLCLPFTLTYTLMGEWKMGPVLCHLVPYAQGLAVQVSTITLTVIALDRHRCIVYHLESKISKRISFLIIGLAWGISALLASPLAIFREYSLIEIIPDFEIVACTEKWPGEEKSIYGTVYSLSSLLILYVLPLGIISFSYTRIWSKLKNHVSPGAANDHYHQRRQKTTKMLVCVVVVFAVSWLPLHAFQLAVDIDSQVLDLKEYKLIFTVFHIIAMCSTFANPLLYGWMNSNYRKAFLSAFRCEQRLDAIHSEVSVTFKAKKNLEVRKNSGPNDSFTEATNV
MRP-1 activ: H69AR viability gain despite doxorubicin, primary screen, MRP-1 activator project, H69AR cells, CellTiter-Glo; viability rescue; 140,000 tested, 0.61% active; AID 799, 2007; viability increase, % at 10 µM;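 active = viability gain under doxorubicin at or above a set limit, the compound median plus 3 SD, cut at about 4.7% in these data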;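 note: MRP-1 overexpressing cells given doxorubicin 25 µM after compound pretreatment; 18-22 h compound pretreatment then 72 h with doxorubicin before readout; 0% = doxorubicin-only wells and 100% = vehicle-treated cells without doxorubicin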
GALR2 blocker: GALR2 antagonists in receptor-expressing cells, primary screen. inhibition, % at 4 µM. AID 828, 2007. 140,000 tested, 0.39% active. Galanin receptor type 2 (Homo sapiens), O43603. antagonist mode; in the data active = inhibition above about 27%;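 note: cells stimulated with galanin 1-16 at roughly its EC80; 0% = agonist challenge control and 100% = basal control without agonist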
Target sequence (O43603 whole entry, looked up): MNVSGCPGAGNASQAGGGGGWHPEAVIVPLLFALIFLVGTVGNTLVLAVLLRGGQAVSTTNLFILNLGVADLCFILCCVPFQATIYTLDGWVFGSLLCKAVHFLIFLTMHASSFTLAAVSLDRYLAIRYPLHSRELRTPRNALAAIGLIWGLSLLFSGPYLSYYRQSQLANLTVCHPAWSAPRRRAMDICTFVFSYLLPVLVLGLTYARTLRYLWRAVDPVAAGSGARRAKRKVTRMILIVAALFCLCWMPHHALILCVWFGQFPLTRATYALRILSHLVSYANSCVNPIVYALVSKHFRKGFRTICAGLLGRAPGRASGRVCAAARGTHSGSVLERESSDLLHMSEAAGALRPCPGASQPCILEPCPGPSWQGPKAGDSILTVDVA
Yeast lifespan up: compounds extending yeast replicative lifespan, primary screen, S. cerevisiae, OD615; S. cerevisiae growth with nicotinamide; deaD strain in restrictive glucose medium; 130,000 tested, 0.68% active; inhibition of the nicotinamide effect, % at 10 µM;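 active = inhibition above a set limit, placed 3 SD over the median of all compounds, cut at about 26% in these data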;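 note: 0% = nicotinamide-treated wells and 100% = cells grown without nicotinamide; some compounds called inactive have numbers as strong as hits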
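Measured by: optical density (absorbance) at 615 nm; System: modified budding yeast, DeaD strain; Medium: restrictive CSMM-D dextrose medium; Timing: 4 h preincubation then 48 h treatment at 30 °C.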
HCT116 bCat-KO: primary screen for growth suppressors in beta-catenin knockout HCT116 cells (colon tumor, human); HCT116 beta-catenin knockout viability, CellTiter-Glo, 60 h; stronger effect = lower value; viability, % at 10 µM; 140,000 tested, 1.5% active;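 active = viability at or under a set limit, the compound median less 4 SD, cut at about 6% in these data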;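 note: 0% = Hyamine 1622 control at 20 µM and 100% = untreated cell control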
E-sel TNF inh: E-selectin induction blockers in HUVEC – imaging, immunofluorescence, high content, primary screen; HUVEC TNFa-induced E-selectin immunofluorescence; inhibition, % at 2 µM; 120,000 tested, 0.71% active;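 active = inhibition above the batch mean plus 3 SD, and confirmed as a hit on visual image review, cut at about 43% in these data; inconclusive = passes the inhibition cutoff but fails visual image review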;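 note: 0% = TNF-stimulated DMSO wells and 100% = unstimulated control wells; not every result past the cut was called active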
Measles CPE: compounds protecting cells from measles virus cytopathic effect, primary screen, measles RdRp inhibitor project, single point, MLSMR library, absorbance. Measles virus-infected cells, CPE protection. protection (pct of control), % at 4 µM. 140,000 tested, 1.5% active; in the data active = protection mostly above about 24%, no sharp cut-off; inactive = mostly below about 26%; note: some compounds called inactive have numbers as strong as hits
PTEN del growth: growth suppression of PTEN-null HCT116, primary screen, cell-based, CellTiter-Glo; HCT116 PTEN-null viability, 60 h; stronger effect = lower value; viability, % at 10 µM; 140,000 tested, 1.2% active;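 active = viability at or below a set limit, 4 SD under the median of all tested compounds, cut at about 3.7% in these data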;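 note: PTEN knockout HCT116 line with beta catenin targeted HCT116 as companion control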
Numbers without * were called inactive.

`C/C(=N\N1CCN(c2ccc(Cl)cc2)CC1)c1cccs1` gave BB579 growth dn -36, Phagocytosis inh -4, NPY-Y2 antag 4, MRP-1 activ -0.8, GALR2 blocker -7, Yeast lifespan up 0, HCT116 bCat-KO 95, Measles CPE 25 and PTEN del growth 92.
Screening O=c1oc2ccc(Br)cc2cc1-c1nc2ccccc2o1 returned BB579 growth dn -35, Phagocytosis inh 0, NPY-Y2 antag 2, MRP-1 activ 0.1, GALR2 blocker -4, Yeast lifespan up -12, HCT116 bCat-KO 93, E-sel TNF inh 11, Measles CPE 16 and PTEN del growth 93.
For CC(C)[C@@H]1NC(=O)c2cc([N+](=O)[O-])cc(I)c2NCCCC[C@@H](C(=O)NC(CC(=O)O)C(N)=O)NC(=O)[C@H](CO)NC1=O (stereo partly specified) the results were BB579 growth dn -29, NPY-Y2 antag 1, MRP-1 activ -0.3, GALR2 blocker -1, Yeast lifespan up 20, HCT116 bCat-KO 92, E-sel TNF inh -25, Measles CPE 6 and PTEN del growth 97.
Screening N#Cc1ccccc1Sc1ccccc1C(=O)OCC(=O)N1CCN(C(=O)c2ccco2)CC1 returned BB579 growth dn -52, Phagocytosis inh 0, NPY-Y2 antag 3, MRP-1 activ 0.4, GALR2 blocker 0, Yeast lifespan up -11, HCT116 bCat-KO 86, E-sel TNF inh -23, Measles CPE 1 and PTEN del growth 105.
Screening CC(C)=CCC(C)(C)CNC(=O)NC1CCCCC1 returned BB579 growth dn -46, NPY-Y2 antag 4, MRP-1 activ 2.6, GALR2 blocker -1, Yeast lifespan up 0, HCT116 bCat-KO 81, E-sel TNF inh -11, Measles CPE 4 and PTEN del growth 81.
Screening CC(=O)c1cc(-c2ccccc2)n(CC(=O)N2CCN(C3CCCC3)CC2)c1C returned BB579 growth dn -2, Phagocytosis inh -1, NPY-Y2 antag 3, MRP-1 activ -0.4, GALR2 blocker 11, Yeast lifespan up -16, HCT116 bCat-KO 88, E-sel TNF inh -44, Measles CPE 5 and PTEN del growth 91.
For CCC(C)n1c(=N)c(C#N)cc2c(=O)n3ccccc3nc21 (stereo unspecified) the results were BB579 growth dn -20, NPY-Y2 antag 1, MRP-1 activ -3.1, GALR2 blocker -14, HCT116 bCat-KO 100, E-sel TNF inh 11, Measles CPE 13 and PTEN del growth 92.
CC(C)C(=O)N1CCC(c2nc(-c3ccc(S(=O)(=O)N4CCCC4)cc3)no2)CC1 was read as BB579 growth dn -25, NPY-Y2 antag -1, MRP-1 activ -1.9, GALR2 blocker -7, Yeast lifespan up -3, HCT116 bCat-KO 78, E-sel TNF inh -32, Measles CPE 0 and PTEN del growth 79.
`CC(C)Oc1cccc(C(=O)Nc2ccc(NC(=O)c3ccco3)cc2)c1` gave BB579 growth dn -9, NPY-Y2 antag -2, MRP-1 activ -5.2, GALR2 blocker 3, Yeast lifespan up -5, HCT116 bCat-KO 98, Measles CPE 16 and PTEN del growth 95.
O=C1OCCC1Sc1nnc(-c2ccc(Br)cc2)o1 (stereo unspecified) was read as BB579 growth dn 7, Phagocytosis inh -1, NPY-Y2 antag 3, MRP-1 activ -1.1, GALR2 blocker -2, Yeast lifespan up -23, HCT116 bCat-KO 85, E-sel TNF inh -7, Measles CPE 18 and PTEN del growth 101.
`O=C(Nc1ccc(Cl)c(Cl)c1)c1ccc(Cn2cc(Cl)cn2)cc1` gave BB579 growth dn -14, Phagocytosis inh -7, NPY-Y2 antag -1, MRP-1 activ -0.5, GALR2 blocker -6, Yeast lifespan up -4, HCT116 bCat-KO 28, E-sel TNF inh -3, Measles CPE 5 and PTEN del growth 28.
For COCc1cc(C)nc(OCC(=O)N/N=C/c2ccc(-c3cc([N+](=O)[O-])ccc3C)o2)c1C#N the results were BB579 growth dn -17, Phagocytosis inh -1, NPY-Y2 antag 2, MRP-1 activ 4.7*, GALR2 blocker 9, Yeast lifespan up -17, HCT116 bCat-KO 96, E-sel TNF inh inconclusive, Measles CPE 7 and PTEN del growth 91.
For CCCCCn1c(=O)c(Cc2ccccc2)c(O)c2ccccc21 the results were BB579 growth dn -25, NPY-Y2 antag 3, MRP-1 activ 0.0, GALR2 blocker -1, HCT116 bCat-KO 94, E-sel TNF inh 18, Measles CPE 7 and PTEN del growth 103.
For c1ccc2c(-c3nn4nnnc4c4ccccc34)cccc2c1 the results were BB579 growth dn -60, Phagocytosis inh -2, NPY-Y2 antag 7, MRP-1 activ -1.1, GALR2 blocker 23, Yeast lifespan up -13, HCT116 bCat-KO 82, E-sel TNF inh -13, Measles CPE 9 and PTEN del growth 75.
COCCN1CCN(c2cc(-c3ccccc3)nc3cc(-c4cccc(F)c4)nn23)CC1 was read as BB579 growth dn -87, NPY-Y2 antag 3, MRP-1 activ 3.1, GALR2 blocker -1, HCT116 bCat-KO 20, E-sel TNF inh -5, Measles CPE 4 and PTEN del growth 19.
CC(C)C(=O)Nc1c(C(=O)c2ccc(F)cc2)oc2ccccc12 was read as BB579 growth dn -11, Phagocytosis inh -1, NPY-Y2 antag 4, MRP-1 activ 2.3, GALR2 blocker 0, Yeast lifespan up -9, HCT116 bCat-KO 91, E-sel TNF inh 10, Measles CPE 36 and PTEN del growth 88.
`CC(=O)Nc1cccc(NC(=O)CSc2nnc(Cc3cccn3C)n2-c2ccc(F)cc2)c1` gave BB579 growth dn -26, Phagocytosis inh -2, NPY-Y2 antag 0, MRP-1 activ -2.2, GALR2 blocker 8, Yeast lifespan up -3, HCT116 bCat-KO 92, Measles CPE 3 and PTEN del growth 97.
For CSc1n[nH]c(NCc2ccc(C)cc2)n1 the results were BB579 growth dn -6, NPY-Y2 antag 3, MRP-1 activ 0.3, GALR2 blocker 5, HCT116 bCat-KO 97, E-sel TNF inh -23, Measles CPE 5 and PTEN del growth 100.
`Cc1onc(-c2ccccc2)c1C(=O)Nc1ccc(-c2nnc3n2CCCCC3)cc1` gave BB579 growth dn -61, Phagocytosis inh -1, NPY-Y2 antag 1, MRP-1 activ -0.3, GALR2 blocker -11, Yeast lifespan up -2, HCT116 bCat-KO 87, Measles CPE 11 and PTEN del growth 102.
For Cc1ccc(C2CC(c3ccc(F)cc3)Nc3nc(N)nn32)cc1 (stereo unspecified) the results were BB579 growth dn -14, Phagocytosis inh 0, NPY-Y2 antag 2, MRP-1 activ -1.3, GALR2 blocker -12, Yeast lifespan up -9, HCT116 bCat-KO 98, E-sel TNF inh 0, Measles CPE 3 and PTEN del growth 101.
O=C(NC(c1ccccc1)c1ccccc1)c1ccc(Br)o1 was read as BB579 growth dn -10, Phagocytosis inh -2, NPY-Y2 antag 1, MRP-1 activ 2.1, GALR2 blocker -14, Yeast lifespan up -12, HCT116 bCat-KO 107, Measles CPE 4 and PTEN del growth 112.
`Cc1cc(C)cc(NC(=S)NCCc2ccc(S(N)(=O)=O)cc2)c1` gave BB579 growth dn -2, Phagocytosis inh -2, NPY-Y2 antag 3, MRP-1 activ -3.2, GALR2 blocker 4, Yeast lifespan up 0, HCT116 bCat-KO 94, E-sel TNF inh 9, Measles CPE 5 and PTEN del growth 90.
For COc1ccc(C)cc1NC(=O)C(Sc1nnc(Nc2ccccc2F)s1)c1ccccc1 (stereo unspecified) the results were BB579 growth dn -33, Phagocytosis inh -10, NPY-Y2 antag 5, MRP-1 activ -2.7, GALR2 blocker 7, Yeast lifespan up 5, HCT116 bCat-KO 75 and PTEN del growth 65.
Screening O=C(O)CCC(=O)N1CCc2cc(S(=O)(=O)NCc3cccs3)ccc21 returned BB579 growth dn -53, NPY-Y2 antag -1, MRP-1 activ -1.6, GALR2 blocker 8, Yeast lifespan up -22, HCT116 bCat-KO 97, E-sel TNF inh -8, Measles CPE 9 and PTEN del growth 97.
CCOc1ccc(C(C)=O)cc1COc1ccc(-n2cnnn2)cc1 was read as BB579 growth dn -27, Phagocytosis inh -1, NPY-Y2 antag -2, MRP-1 activ -0.2, GALR2 blocker 10, Yeast lifespan up -20, HCT116 bCat-KO 87, E-sel TNF inh -36, Measles CPE 18 and PTEN del growth 89.
`COc1ccccc1N1CCN(C(c2cccs2)C(C)NC(=O)c2cccs2)CC1` (stereo unspecified) gave BB579 growth dn -35, NPY-Y2 antag 6, MRP-1 activ -2.6, GALR2 blocker 2, HCT116 bCat-KO 83, E-sel TNF inh 5, Measles CPE 11 and PTEN del growth 66.
CCN1CCN(Cc2c(O)ccc3c2O/C(=C\C=C\c2ccccc2OC)C3=O)CC1 was read as BB579 growth dn -37, NPY-Y2 antag 1, MRP-1 activ -2.2, GALR2 blocker 10, Yeast lifespan up -10, HCT116 bCat-KO 90, Measles CPE 12 and PTEN del growth 91.
COc1ccc(N(CC(=O)NCc2cccs2)S(=O)(=O)c2c(C)nn(C)c2C)cc1 was read as BB579 growth dn -2, Phagocytosis inh 0, NPY-Y2 antag 1, MRP-1 activ -1.9, GALR2 blocker -4, Yeast lifespan up 2, HCT116 bCat-KO 94, Measles CPE 11 and PTEN del growth 108.
Screening CCc1cc(-c2n[nH]c(=S)n2-c2ccccc2C)cs1 returned BB579 growth dn -31, Phagocytosis inh -1, NPY-Y2 antag 7, MRP-1 activ -1.3, GALR2 blocker 6, Yeast lifespan up 0, HCT116 bCat-KO 85, E-sel TNF inh 15, Measles CPE 7 and PTEN del growth 97.
Screening O=C(Nc1cccnc1)c1ccc2snnc2c1 returned BB579 growth dn -47, NPY-Y2 antag 1, MRP-1 activ 1.0, GALR2 blocker 0, Yeast lifespan up 0, HCT116 bCat-KO 91, E-sel TNF inh -24, Measles CPE 5 and PTEN del growth 81.
Screening C=CCn1c(SCCC(=O)O)nc2c1c(=O)n(C)c(=O)n2C returned BB579 growth dn 9, Phagocytosis inh 1, NPY-Y2 antag 3, MRP-1 activ 1.9, GALR2 blocker -1, Yeast lifespan up -3, HCT116 bCat-KO 98, E-sel TNF inh 6, Measles CPE 6 and PTEN del growth 105.
For CCOC(=O)c1c(-c2cccs2)csc1NC(=O)CN1CCOCC1 the results were BB579 growth dn -38, Phagocytosis inh 0, NPY-Y2 antag 6, MRP-1 activ -1.5, GALR2 blocker -2, Yeast lifespan up -3, HCT116 bCat-KO 100, E-sel TNF inh -40, Measles CPE 12 and PTEN del growth 101.
For Nc1ncnc2c1C1(CCCCC1)Cc1ccccc1-2 the results were BB579 growth dn -66, Phagocytosis inh -4, NPY-Y2 antag 6, MRP-1 activ -1.7, GALR2 blocker 12, Yeast lifespan up 7, HCT116 bCat-KO 69, Measles CPE 18 and PTEN del growth 84.
For CN1C(=O)N2CN(C3CCCCC3)CN3C(=O)N(C)C1C23 (stereo unspecified) the results were BB579 growth dn -18, Phagocytosis inh 0, NPY-Y2 antag 2, MRP-1 activ 0.1, GALR2 blocker -8, Yeast lifespan up -12, HCT116 bCat-KO 82, E-sel TNF inh 25, Measles CPE 1 and PTEN del growth 82.
